Screens: PubChem, National Center for Advancing Translational Sciences (NCATS)
A549 viability: Nrf2 qHTS screen for inhibitors: counterscreen for cytotoxicity. Potency, µM (titrated, usually from 46 µM), inactives show at the highest dose activity change, negative = cytotoxicity, hits mostly inhibitors. AID 504648, 2011. 390,000 tested, 0.16% active. A549 ARE-Fluc cells, CellTiter-Fluor viability, 18-24 h; note: potency is the fitted concentration of half-maximal effect; % is set by controls: 0 for no effect and ±100 for the full control effect
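A549 ARE-Fluc cells in 5% FBS OPTI-MEM, 5000 cells/well, rested 2 h then exposed to compounds in concentration-response for 18-24 h at 37 °C. Viability by CellTiter-Fluor fluorescence (Ex 405/Em 525) after 30 min; luciferase luminescence (BugLite, 15 min, RT) read afterwards.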
IL-1B inflam inh: qHTS for Inhibitors of Inflammasome Signaling: IL-1-beta AlphaLISA Primary Screen; THP-1 LPS/ATP IL-1B secretion, AlphaLISA, 16 h; active compounds read low; activity change, % at 57.5 µM; 360,000 tested, 4.7% active; AID 743279, 2014; in the data active = activity change below about -50%; inconclusive = mostly about -30% to -49%; note: % is set by controls: 0 for no effect and ±100 for the full control effect
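Secreted IL-1B measured by AlphaLISA bead assay after 16 h compound exposure of THP-1 cells; compounds (final up to 57.5 uM) added 1 h before LPS (250 ng/mL) and ATP (1.25 mM) stimulation; lower signal means less secretion.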
S2 tox: Viability Counterscreen for Primary qHTS for Inhibitors of ATXN expression; S2 cells (HEK-293 line with an ATXN2-luciferase reporter) viability, CellTiter-Fluor protease fluorescence, 24 h; Potency, µM (series often up to 56.7 µM), most hits filed as cytotoxic; 400,000 tested, 0.49% active; AID 651635, 2014; note: potency is the fitted concentration of half-maximal effect; nearly all actives have a fitted effect of over 40% in size
Nrf2 ARE act: qHTS of Nrf2 Activators. AREc32 ARE-luciferase reporter (MCF7-derived line), luminescence, 24 h. Potency, µM (doses to about 46.1 µM), for inactives: at the highest dose activation, most hits filed as activators. 410,000 tested, 0.31% active; note: potency is the fitted concentration of half-maximal effect; % of control where 0% means no effect; nearly all actives have a fitted effect of over 65% in size
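Quantitative high-throughput format: AREc32 reporter cells, 1000 per well, received compound by pin transfer and were incubated 24 hr at 37 deg C, 5% CO2, before Steady-Glo luminescence detection.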
Nrf2 inh: Nrf2 qHTS screen for inhibitors | A549 ARE-Fluc reporter, luciferase luminescence, 18-24 h | Potency, µM (titrated, usually from 46 µM), for inactives: at the highest dose activity change, negative = inhibition, hits mostly inhibitors | 360,000 tested, 2.1% active; note: potency is the fitted concentration of half-maximal effect; % is set by controls: 0 for no effect and ±100 for the full control effect; nearly all actives have a fitted effect of over 60% in size
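A549 ARE_Fluc cells, 5000/well, 5% FBS OPTI-MEM; compounds in dose-response, 18-24 h at 37 °C/5% CO2; CellTiter-Fluor viability read (Ex 405/Em 525), then BugLite luciferase luminescence = Nrf2 activity.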
ATXN2 expr inh: Primary qHTS for Inhibitors of ATXN expression; HEK-293 ATXN2-luciferase reporter, luminescence, 24 h; Potency, µM (top dose mostly 57 µM), for inactives: at the highest dose activity change, negative = inhibition, most hits filed as inhibitors; 360,000 tested, 0.72% active; AID 1745845, 2022; note: potency is the fitted concentration of half-maximal effect; % is set by controls: 0 for no effect and ±100 for the full control effect; nearly all actives have a fitted effect of over 55% in size
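ATXN2-luciferase reporter cells (luciferase flanked by upstream and downstream ATXN2 gene portions) were treated 24 h at 37 °C with compounds at up to 57 uM. SteadyGlo luminescence gave expression; GF-AFC fluorescence gave viability.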
TGFb SMAD3 inh: qHTS for Inhibitors of TGF-b; HepG2 CAGA-GFP TGF-b/SMAD3 reporter, GFP fluorescence, 18 h; TGF-beta stimulated, 500 pg/mL final; Potency, µM (doses to about 46.1 µM), for inactives: top-dose activity, negative = inhibition, most hits filed as inhibitors; 410,000 tested, 1.2% active; AID 588855, 2011; note: potency is the fitted concentration of half-maximal effect; % is set by controls: 0 for no effect and ±100 for the full control effect; nearly all actives have a fitted effect of over 65% in size
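First, reporter cells (HEPG2 CAGA-GFP) rested 2 h at 37 degrees C. Next, compounds were pinned in and TGF-beta added to 500 pg/mL final. After 18 h, GFP was imaged per cell and summed per well.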
MCF10A rereplic: A quantitative high throughput screen for small molecules that induce DNA re-replication in MCF 10a normal breast cells; AID 624296, 2012; 350,000 tested, 2.9% active; MCF 10A DNA re-replication, Hoechst nuclear intensity, 48 h; Potency, µM (highest dose often 46.1 µM), for the others: top-dose activity, positive = re-replication, usual class: activators; note: potency is the fitted concentration of half-maximal effect; % of control where 0% means no effect; nearly all actives have a fitted effect of over 50% in size
HepG2 viability: qHTS for Inhibitors of TGF-b: Cytotox Counterscreen | AID 588856, 2011 | HepG2 CAGA-GFP viability, ATP luminescence, 18 h | 410,000 tested, 0.76% active | Potency, µM (doses to about 46.1 µM), for the others: at the top dose activity change, negative = cytotoxicity, hits mostly cytotoxic; note: potency is the fitted concentration of half-maximal effect; some results filed as inactive show a strong effect at the top dose
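HepG2 CAGA-GFP cells (1000/well, DMEM with 1% FBS) received compound, then TGF-beta at 500 pg/mL final, and were incubated 18 hours at 37 degrees C. Viability was read by CellTiter-Glo luminescence. Media-only wells were set as complete cell-killing and DMSO as no toxicity.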
* marks the source's active call; other numbers are inactive results; i = inactive; u = inconclusive; x = not tested or not shown; & = joins results of further samples; [ ] = another dose, or the depositor's remark. Unless noted, calls come from the whole dose curve; as a rule, active = well fitted curve in the direction sought with a large enough effect; inconclusive = small, poorly fitted or top-dose-only effect, or another doubt; inactive = no such curve, though single readings can be large; an effect the other way counts as inactive or inconclusive. An unsorted share of the library; any-hit rate near 8.8%.

SMILES	A549 viability	IL-1B inflam inh	S2 tox	Nrf2 ARE act	Nrf2 inh	ATXN2 expr inh	TGFb SMAD3 inh	MCF10A rereplic	HepG2 viability
Cc1ccccc1OCCn1cc(/C=C(\C#N)C(=O)NCc2ccco2)c2ccccc21	1%	26	u	0.5%	-3%	u	5%	-3%	-4%
Cc1cccc(C)c1NC(=O)c1cccc(COc2cc(Cl)ccc2Cl)c1	8%	0	i	0.4%[9.22 µM]	8%	29%	u	-2%	-14%
CCNC(=O)CC1SC(=Nc2ccc(C)cc2)NC1=O (stereo not given)	-2%	-11	i	0.1%	6%	2%	-4%	-6%	-2%
COc1ccc(CNC(=O)[C@@H]2CC=C[C@@H]3CCN(Cc4ccc(Cl)c(Cl)c4)C(=O)[C@@H]32)cc1	-23%	0	u	-0.7%	u	u	16µM*	u	-13%&-24%
COC(=O)[C@@H](Cc1c[nH]c2ccccc12)NC(=O)CNC(=O)c1ccccc1OC	-1%	-99*	i	0.0%	5%	3%	-40%	-1%	-33%
O=C(O)c1cc(C(F)(F)F)nc2ccccc12	1%	27	i	-0.3%	-1%	6%	10%	1%	1%
Cc1cccc(-c2nnc(SCc3ccccc3)o2)c1	1%	11	i	1.7%	u	15%	-1%	1%	-19%
CCOC(=O)N1CCN(C(=O)CN(c2cccc(C)c2)S(=O)(=O)c2ccccc2)CC1	-4%	-12	i	-0.7%	-4%	4%	-2%	1%	-114%
O=C(Nc1cccc(Br)c1)c1cccc(OC(=S)N2CCOCC2)c1	-2%	-67*	u	8.8%	16µM*	u	u	u	-8%
Cc1ccc(C)c(OCCn2c(=O)c3c(ncn3C3CCCC3)n(Cc3ccccc3)c2=O)c1	2%	-8	i	-0.7%	u	-16%	-1%	12%	5%
CCC(C)(C)c1ccc(OCCCC[n+]2cccc(C)c2)c(C(C)(C)CC)c1	u	-180*	u	-2.0%	8.2µM*	u	10µM*	u	-196%
CCOc1ccc(-c2nnc3ccc(SCC(=O)Nc4cc(C)on4)nn23)cc1	2%	1	i	0.2%	-17%	-3%[11.3 µM]	1%	-4%	-8%
CCOC(=O)N1CCc2c(sc3c2c(=O)n(-c2ccc(Cl)cc2)c(=O)n3Cc2cccc(C)c2)C1	1%	x	x	0.3%	5%	x	-17%	x	-2%
COC(=O)COc1cc(=O)oc2ccc(NS(=O)(=O)c3ccccc3)cc12	8%	-7	i	2.2%	5%	x	-24%	-9%	-16%
Cc1ccc(NC(=S)NC2CCN(Cc3ccccc3)CC2)cc1	-6%	-20	i	2.9%	-1%	-6%	-22%	6%	-15%
CNC[C@H]1OCc2ccccc2-c2ccccc2C(=O)N([C@H](C)CO)C[C@H]1C	x	7	i	-0.3%	x	8%	u	x	-13%
Cc1ccc(CNC(=O)C2CCC(=O)N(CCc3cccc(F)c3)C2)cc1 (stereo not given)	-5%	-5	i	-0.2%	-1%	9%	-1%	8%	-15%
Cc1cc(C)c(S(=O)(=O)N2CCCOC2CNC(=O)C(=O)NCc2cccs2)c(C)c1 (stereo not given)	-2%	28	i	0.4%	1%	6%	-5%	-8%	-11%
CC(C)CNC(=O)c1oc2ccccc2c1COc1ccccc1	9%	-21	i	4.1%	14%	-10%	-21%	u	-20%
CC(C)N(C)c1ncnc2c1ncn2[C@H]1CN(Cc2ccc3c(c2)OCO3)C[C@@H](CO)O1	x	-23	i	2.4%	x	2%	-2%	x	-37%
Cc1ccc(NC(=O)c2ccc3c(c2)OCCO3)nc1	-8%	3	u	-1.1%	u	u	-22%	0%	-20%
Cc1onc(-c2ccccc2)c1CNS(=O)(=O)c1ccc(F)cc1F	-2%	11	i	4.1%	-4%	x	-6%	5%	-25%
CCOC(=O)c1sc(NC(=O)C2CSC3(C)CCC(=O)N23)nc1C (stereo not given)	-3%	6	u	-0.9%	-10%	x	1%	-4%	-8%
O=C1c2ccsc2SCCN1Cc1c(Cl)cccc1Cl	u	16	i	4.4%	x	2%	-18%	29%	-25%
CC(C)OC(=O)c1cccc(NC(=O)c2ccccc2)c1	u	-3	i	3.1%	u	29%	3%	u	-31%
COc1ccccc1-c1ccc(SCC(=O)N2CCOCC2)nn1	-5%	1	i	-1.0%	-3%	-5%	4%	-1%	-14%
CCOc1ccc(NC(=O)CSc2nccn2Cc2ccco2)cc1	-4%&16%	1	i	0.8%&5.4%	28%	28%	u	0%	-2%&4%
CCN(CCCNC(=O)C1CCCN(S(=O)(=O)CC)C1)c1cccc(C)c1 (stereo not given)	3%	5	i	-0.2%	-7%	4%	-22%	5%	-10%
Cc1ccc(S(C)(=O)=O)cc1C(=O)OCC(=O)N1CCCC1=O	-1%	4	i	2.3%	-4%	1%	28%	1%	2%
CCOC(=O)c1[nH]c(C)c(C(=O)OCC(=O)N(CC)C2CCS(=O)(=O)C2)c1C (stereo not given)	3%	-15	i	-0.3%	x	0%	34%	-2%	9%
CC(=O)CC1OC(=O)C(Br)=C1NCc1ccccc1 (stereo not given)	-14%	-100*	x	-2.9%	-9%	u	10µM*	2.6µM*	7.9µM*
COc1ccccc1-c1nnc(SCC(=O)OC(C)C)o1	11%	34	i	5.3%	7%	4%	11%	6%	-14%
O=C(O)CC1(CC(=O)Nc2ccc3ccccc3n2)CCCCC1	-7%	17	i	0.0%	-24%	13%	4%	u	-1%
CCOC(=O)CN1C(=O)C(Sc2n[nH]c(-c3ccc(O)cc3)n2)CCc2ccccc21 (stereo not given)	2%	-17	i	4.5%	x	3%	-14%	2%	1%
Cc1ccc(CS(=O)(=O)CC(C)(O)c2ccc(Cl)cc2)cc1 (stereo not given)	21%	-14	i	4.8%	0%	-6%	0%	-2%	-8%
O=C(O)C1Cc2c([nH]c3ccccc23)C(c2ccc3c(c2)OCO3)N1 (stereo not given)	-1%	41	i	2.8%	9%	11%	-19%	1%	1%
COC(=O)c1ccccc1NC(=O)Cn1c(=O)n(-c2ccc(C)cc2)c(=O)c2ccccc21	-12%	x	x	-0.6%	1%	x	-35%	x	-3%
O=C1C(=O)N(CCO)C(c2ccc(Br)cc2)/C1=C(\O)c1ccccc1 (stereo not given)	0%	-9	i	-0.5%	16%	-19%	-4%	7%	11%
CCOC1OC(=O)C(Cl)=C1Nc1cc(C)ccc1C (stereo not given)	7%	-13	i	-0.4%	-1%	-14%[11.3 µM]	-6%	-6%	-5%
COc1ccc(Br)cc1CN(C)CC(=O)Nc1cccc(S(N)(=O)=O)c1	4%	17	u	-0.5%	1%	1%	-2%	-3%	-15%
COC(=O)c1ccccc1NC(=O)C(=O)NCC1CCCO1 (stereo not given)	-2%	3	i	2.3%	-5%	-1%	16%	-4%	3%
CN(C)c1cccc2c(S(=O)(=O)Nc3ccccn3)cccc12	-12%	15	i	-1.2%	-3%	1%	-6%	0%	-3%
O=C(N/N=C/c1ccc(F)cc1)c1cc(-c2ccco2)nc2ccccc12	-16%	28	u	28%	-17%	-7%	u	13µM*	-18%
COc1cccc(-n2nnc3c(=O)n(CC(=O)N4CCC(Cc5ccccc5)CC4)cnc32)c1	-2%	6	u	0.2%	1%	-22%	-3%	-3%	-1%
Cc1ccc(S(=O)(=O)N2CCCCC2C(=O)NCc2ccco2)cc1 (stereo not given)	4%	-24	i	3.2%	10%	-3%	-2%	u	-7%
CCc1nnc(NC(=O)CCC(=O)NC2CCCCCCC2)s1	-18%	13	i	-0.4%	-7%	x	-6%	0%	-2%
COc1ccc(OC)c(CNC(=O)c2cc3ccc4cccnc4c3[nH]2)c1	3%	x	x	4.4%	u	x	u	x	-46%
Cc1ccc(S(=O)(=O)NCCc2cc3ccc(C)cc3[nH]c2=O)cc1	2%	20	i	0.7%	-8%	24%	5%	11%	-1%
O=S(=O)(NC1CC1)c1cccc(S(=O)(=O)N2CCCC2)c1	-22%	10	i	-0.5%	x	-2%	-2%	2%	-10%
CC(C)(C)C(=O)N1CCN(C(=O)c2ccco2)CC1	1%	-11	i	-0.2%	4%	18%	9%	2%	17%
CCn1cc(C(=O)OCc2cccc(Br)c2)c(=O)c2ccc(C)nc21	2%	-4	i	-0.5%	17%	-15%	-9%	2%	-33%
COc1ccccc1/C=C/C(=O)OCC(=O)NC1CCS(=O)(=O)C1 (stereo not given)	4%	-5	i	13%	2%	-1%	-2%	8%	0%
Cn1c(CNC(=O)CNC(=O)c2ccccc2F)cc(=O)n(C)c1=O	4%	-6	i	-0.7%	29%	2%	-6%	0%	-19%
Cn1c(CCNC(=O)c2ccccc2)nc2cc(NC(=O)C3CCCCC3)ccc21	4%[1.84 µM]	13	i	-0.4%	7%	9%	-4%	5%	2%

Structures listed above printed as active in TGFb SMAD3 inh:
structure	IL-1B inflam inh	Nrf2 ARE act	TGFb SMAD3 inh
COc1ccc(CNC(=O)[C@@H]2CC=C[C@@H]3CCN(Cc4ccc(Cl)c(Cl)c4)C(=O)[C@@H]32)cc1	0	-0.7%	16µM*
CCC(C)(C)c1ccc(OCCCC[n+]2cccc(C)c2)c(C(C)(C)CC)c1	-180*	-2.0%	10µM*
CC(=O)CC1OC(=O)C(Br)=C1NCc1ccccc1 (stereo not given)	-100*	-2.9%	10µM*
